# Pf gametocyte: kills late stage P. falciparum gametocytes | P. falciparum stage V gametocytes, ATP luminescence, 24 h | inhibition, % at 10.9 µM | 0.065% of 150,000 active | AID 743093;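 active = inhibition above the mean plus 3 SD of compounds within the control limits, set per campaign, cut at about 38% in these data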;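 also: 0% = DMSO wells and 100% = medium only without gametocytes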
# Mcl-1 Bim block: inhibitors of Bim-Mcl-1 interaction, human; 0.1% of 190,000 active; Bead-based flow cytometry, Bim peptide-Mcl-1 binding; inhibition, % at 10 µM; AID 1009; Q07820; in the data active = inhibition above about 40%;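 also: 0% = no compound tracer wells and 100% = peptide blocker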
# ABCG2 inh: human ABCG2 inhibition, ABCB1 as counter-screen; Q9UNQ0; IgMXP3 cells, JC-1 efflux, flow cytometry; inhibition, % at 6.6 µM; 0.1% of 190,000 active;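 active = inhibition above 80%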;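 also: 0% = DMSO and 100% = nicardipine control wells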
# Target sequence (Q9UNQ0 whole entry, looked up): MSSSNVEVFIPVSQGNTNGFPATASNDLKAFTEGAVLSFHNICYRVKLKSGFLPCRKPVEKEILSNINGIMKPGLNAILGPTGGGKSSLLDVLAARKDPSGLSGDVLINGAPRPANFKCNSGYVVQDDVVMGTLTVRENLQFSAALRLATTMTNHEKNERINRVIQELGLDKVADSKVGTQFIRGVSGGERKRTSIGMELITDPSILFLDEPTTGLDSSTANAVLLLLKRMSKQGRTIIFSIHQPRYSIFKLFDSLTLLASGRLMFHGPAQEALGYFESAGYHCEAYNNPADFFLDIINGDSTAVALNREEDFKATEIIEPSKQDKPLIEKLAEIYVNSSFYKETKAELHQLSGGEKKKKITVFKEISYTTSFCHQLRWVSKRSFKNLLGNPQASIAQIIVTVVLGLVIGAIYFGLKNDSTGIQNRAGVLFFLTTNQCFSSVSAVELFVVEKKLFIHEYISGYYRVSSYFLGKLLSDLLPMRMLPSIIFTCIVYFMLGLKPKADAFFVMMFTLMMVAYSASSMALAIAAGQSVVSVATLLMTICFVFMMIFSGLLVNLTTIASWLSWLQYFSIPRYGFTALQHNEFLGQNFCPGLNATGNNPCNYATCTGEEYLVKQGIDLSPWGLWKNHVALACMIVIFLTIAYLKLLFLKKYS
#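 Incubation: cells with compound and JC-1, 10 min at 25 °C, rotating, no wash / Test system: IgMXP3 (ABCG2) plus far-red-tagged CCRF-Adr (ABCB1) cells / Compound dosing: one concentration, 6.6 µM final / Also added: JC-1 fluorescent substrate / Evaluation: efflux inhibition in percent versus controls / Detection: flow cytometry, 530 nm JC-1 signal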
# ABCB1 inh: inhibitors of human ABCB1 transporter, ABCG2 counter-screen; CCRF-Adr cells, JC-1 efflux, flow cytometry; inhibition, % at 6.6 µM; 0.067% of 190,000 active; in the data active = inhibition above about 40%;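 also: 0% = vehicle and 100% = reference inhibitor; higher value means more JC-1 retained so stronger ABCB1 efflux block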
# RGS7-Gao: human RGS7-Galphao interaction regulation; P09471; Multiplexed bead flow cytometry, RGS7-Galphao binding; actives lie on both sides; binding response (% of control), % at 10 µM; 0.35% of 220,000 active; in the data active = binding response below about 49% or above about 150%; inconclusive = no clear call, values can overlap the other calls; inactive = in between;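 also: fluorescent Galphao held in activated GDP-AlF4 state binding bead-coupled RGS7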
# Target sequence (P09471 whole entry, looked up): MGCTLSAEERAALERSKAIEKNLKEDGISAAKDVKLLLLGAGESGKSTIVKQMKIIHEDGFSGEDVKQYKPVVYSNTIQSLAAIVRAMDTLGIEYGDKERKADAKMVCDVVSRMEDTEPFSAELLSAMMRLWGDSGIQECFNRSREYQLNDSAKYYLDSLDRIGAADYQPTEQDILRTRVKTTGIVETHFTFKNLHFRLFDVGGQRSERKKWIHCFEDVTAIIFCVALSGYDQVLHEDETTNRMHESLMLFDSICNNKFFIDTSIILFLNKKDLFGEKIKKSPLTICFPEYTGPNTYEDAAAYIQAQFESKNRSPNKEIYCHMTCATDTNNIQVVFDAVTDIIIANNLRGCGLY
# GSH bead fluor: GSH bead compound fluorescence profile; GSH beads flow cytometry, compound fluorescence 488/530 nm; stronger effect = higher value; fluorescence (KMESF) at 10 µM; 0.25% of 190,000 active; AID 1776; in the data active = fluorescence above about 89;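 also: glutathione beads carrying GST-tagged Bcl family fusion proteins plus one bare bead set; values are compound well signal with DMSO vehicle wells as background; inactives centre near 16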
# Mcl1-Bid inh: disrupts binding of human Mcl-1 to Bid peptide; Q07820; TR-FRET Mcl-1/Bid-Dy647 peptide binding, 1536-well; inhibition, % at 21.7 µM; 0.97% of 220,000 active; AID 1021;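 active = compounds that cut the binding signal by more than half at the single screening dose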;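 also: His-tagged Mcl-1 with europium anti-His antibody binding Bid BH3 peptide; 0% = Mcl-1 plus peptide wells and 100% = peptide-only wells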
# RGS4-Gao reg: human RGS4-Galphao interaction regulation | P09471 | binding response (% of control), % at 10 µM | Multiplexed bead flow cytometry, RGS4-Galphao binding; actives lie on both sides | 0.33% of 220,000 active | AID 1415; in the data active = binding response below about 49% or above about 150%; inactive = in between;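 also: fluorescent Galphao activated with aluminum fluoride binding bead-coupled RGS4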
# Mcl1 Noxa PPI: disrupts binding of human Mcl-1 to Noxa peptide; Q07820; TR-FRET Mcl-1/Noxa peptide binding, 2 h; inhibition, % at 21.7 µM; 1.5% of 220,000 active; AID 1022;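 active = compounds that cut the protein-peptide binding signal by more than 50% relative to plate controls in a single-dose test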;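 also: His-tagged Mcl-1 with rhodamine Noxa BH3 peptide and terbium anti-His antibody; 0% = Mcl-1 plus Noxa peptide wells and 100% = peptide-only wells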
# Avidin bead fluor: avidin bead compound fluorescence profile; fluorescence (KMESF) at 10 µM; 0.38% of 220,000 active; Avidin beads, compound fluorescence 488/530 nm, flow cytometry; stronger effect = higher value; in the data active = fluorescence above about 47; also: inactives centre near 10
# RGS8-Gao reg: modulates binding of RGS8 to human Galphao; P09471; multiplexed bead flow cytometry; actives lie on both sides; response (percent of control binding), % at 10 µM; 0.34% of 220,000 active; in the data active = response below about 60% or above about 140%; inactive = in between;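 also: Galphao activated as the GDP aluminium fluoride complex binding bead-coupled RGS8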
# Numbers without * were called inactive; ? = inconclusive; nt = no result given; [ ] = remark or other dose.
# Sample of the layout, three compounds:
# The line under a structure holds: Pf gametocyte	Mcl-1 Bim block	ABCG2 inh	ABCB1 inh	RGS7-Gao	GSH bead fluor	Mcl1-Bid inh	RGS4-Gao reg	Mcl1 Noxa PPI	Avidin bead fluor	RGS8-Gao reg
1: O=C(O)c1ccc(/C=C2\SC(=Nc3ccccc3)N(c3ccccc3)C2=O)cc1
→ nt	0	1	-0.5	100	8	0	101	12	25	104
2: CC1CC(C)(C)NC(=S)N1CCC(=O)N1CCc2ccccc2C1 (stereo not given)
→ 11	-1	7	0.7	?	17	-34	102	11	9	102
3: CC1=C(C(=O)N2CCOCC2)C(c2cccc3ccccc23)NC(=S)N1 (stereo not given)
→ -1	-12	2	0.2	101	15	-31	100	-3	12	100

# The listing, from the start:
# The line under a structure holds: Pf gametocyte	Mcl-1 Bim block	ABCG2 inh	ABCB1 inh	RGS7-Gao	GSH bead fluor	Mcl1-Bid inh	RGS4-Gao reg	Mcl1 Noxa PPI	Avidin bead fluor	RGS8-Gao reg
1: O=C(O)c1ccc(/C=C2\SC(=Nc3ccccc3)N(c3ccccc3)C2=O)cc1
→ nt	0	1	-0.5	100	8	0	101	12	25	104
2: CC1CC(C)(C)NC(=S)N1CCC(=O)N1CCc2ccccc2C1 (stereo not given)
→ 11	-1	7	0.7	?	17	-34	102	11	9	102
3: CC1=C(C(=O)N2CCOCC2)C(c2cccc3ccccc23)NC(=S)N1 (stereo not given)
→ -1	-12	2	0.2	101	15	-31	100	-3	12	100
4: C/C(NC1CCCCC1)=C(/C#N)C(=O)NCCN1CCOCC1
→ nt	-2	7	0.6	103	38	-28	101	-6	14	101
5: NC(=O)C1(N2CCCCC2)CCN(CC(=O)Nc2ccccc2Sc2ccccc2)CC1
→ -3	0	0	0.3	111	4	-12	113	5	8	110
6: COc1ccc(C(=O)NNC2=NCCCCC2)cc1
→ -6	-2	-1	-0.2	96	13	-22	94	3	25	100
7: O=C(CSc1nc2ccccc2c(=O)n1CCCO)NCc1ccccc1
→ nt	0	1	0.1	99	21	-33	102	-3	17	103
8: O=C(COC(=O)c1ccc(S(=O)(=O)N2CCOCC2)cc1)Nc1nc(-c2ccccc2)cs1
→ nt	-3	4	0.9	105	40	-13	104	-15	4	100
9: CC(=O)OCCn1c(C)[n+](CCOC(C)=O)c2cc(Cl)c(Cl)cc21
→ 10	-5	-1	0.0	100	13	3	100	22	12	100
10: CCOC(=O)c1c(C)[nH]c(C(=O)COC(=O)/C=C/c2ccc3c(c2)OCO3)c1C
→ nt	-1	3	0.1	101	12	56*	104	24	15	104
11: CC(C)c1ccc(-c2nc3c([nH]2)c(=O)n(C)c(=O)n3C)cc1
→ -10	-3	1	0.1	96	14	-19	97	-3	34	98
12: O=C(Nc1ccc2c(c1)OCO2)c1ccc(S(=O)(=O)N2CCCC2)cc1
→ 23	-2	0	0.3	89	16	-19	93	-20	6	89
13: COc1cccc(N(CC(=O)Nc2cccc(N(C)S(C)(=O)=O)c2)S(C)(=O)=O)c1
→ -9	-2	1	0.6	99	22	-10	100	-9	17	99
14: O=C(Nc1ccn(Cc2c(F)c(F)cc(F)c2F)n1)c1cccc(Cn2cc([N+](=O)[O-])cn2)c1
→ -12	0	8	5.9	100	16	10	96	-42	27	99
15: CCCC(=O)Nc1ccc(NC(=O)c2ccco2)c(OC)c1
→ 0	0	14	1.3	106	26	-7	108	14	7	110
16: CCN(CC)C(=O)Cn1cc(SCC(=O)NC)c2ccccc21
→ 5	2	0	0.0	101	15	-16	104	3	6	107
17: COc1ccc(/C=C/C(=O)Nc2nc(C)c(C(=O)N(C)C)s2)cc1OC
→ 10	-4	3	1.3	105	32	0	103	-4	12	103
18: CCN(CCCNC(=O)C1CCN(S(=O)(=O)CC)CC1)c1cccc(C)c1
→ -5	-5	2	0.6	91	17	-38	96	11	12	88
19: COc1cc(OC)cc(C(=O)NC(=S)Nc2nnn(C)n2)c1
→ 15	nt	nt	nt	?	nt	-71	100	15	3	101
20: CCn1nnc(NC(=O)C(C)(c2ccccc2)c2ccccc2)n1
→ 6	-2	0	0.2	102	13	-16	101	14	13	102
21: CCCC(=O)c1cc(-c2nc3ccccc3n2C)n(C)c1
→ -2	-1	11	0.8	104	26	-20	102	9	12	93
22: CC(=O)NS(=O)(=O)c1ccc(NC(=O)CSc2ccc(C)cc2)cc1
→ -6	0	3	0.2	?	10	-9	96	21	12	95
23: Cc1ccc(OCC(=O)N2N=C(C(F)(F)F)CC2(O)C(C)(C)C)cc1C (stereo not given)
→ -16	-1	39	3.3	101	33	-51	100	10	12	100
24: COc1ccccc1CN1C(=O)CN(C2CCCC2)C(=O)C1c1ccc(F)cc1 (stereo not given)
→ nt	-1	4	1.3	92	12	-3	94	12	9	98
25: O=C(CCCC(=O)OCC(Cl)=C(Cl)Cl)Nc1ccccc1
→ -38	27	22	-0.9	95	6	4	93	8	19	94
26: Cn1c(=O)c2c(nc(SCCNS(=O)(=O)c3ccccc3)n2C)n(C)c1=O
→ nt	4	1	0.1	101	3	2	98	15	8	100
27: O=C(CSc1nnc(-c2cccc(S(=O)(=O)N3CCCC3)c2)n1-c1ccccc1)Nc1cccc(C(=O)O)c1
→ -10	nt	nt	nt	?	nt	-64	108	3	10	101
28: O=C(Nc1ccc2c(c1)CCC2)C1COc2ccccc2O1 (stereo not given)
→ nt	-3	2	0.6	93	43	-22	92	9	-1	92
29: O=C(Nc1nc2cc3c(cc2s1)OCO3)c1cccc(N2C(=O)CCC2=O)c1
→ 0	nt	nt	nt	?	nt	-13	111	-19	6	105
30: CCC1=NC(c2ccc(OC)cc2OC)N(O)C1(C)C (stereo not given)
→ -5	-1	4	1.1	98	28	-17	99	19	13	102
31: Cc1[nH]c2ccccc2c1CCN(Cc1cccs1)C(=S)NC(C)(C)C
→ nt	-1	2	0.2	101	11	-44	101	0	25	107
32: CN(CC1CCOCC1)C(=O)CC1C(=O)NCCN1CC1CCCCC1 (stereo not given)
→ 6	1	9	1.5	100	11	-24	95	7	10	98
33: CC(C)Cn1nc(NS(=O)(=O)c2ccccc2)c2cc3ccccc3nc21
→ -19	-2	3	1.0	96	18	-25	95	7	14	97
34: COc1ccc(S(=O)(=O)N2CCCC(C(=O)Nc3ccc(OC)c(OC)c3)C2)cc1 (stereo not given)
→ nt	0	-2	-1.9	103	27	-13	106	-17	14	108
35: COc1cc(-c2nc3n(n2)C(c2ccncc2)C2=C(CCCC2=O)N3)cc(OC)c1OC (stereo not given)
→ -33	-1	0	0.0	102	10	-5	102	9	11	100
36: O=C(CCN1CCC(c2ccccc2)C1)c1cccs1 (stereo not given)
→ nt	0	-1	-0.1	100	40	-8	100	30	14	100
37: Cc1ccc(S(=O)(=O)Nc2ccc(-c3nnc(SCc4ccccc4Cl)o3)cc2)cc1
→ -1	1	-13	-2.9	103	14	4	103	1	4	101
38: CCC(=O)Nc1cccc(NC(=O)c2ccc(C)cc2Cl)c1
→ 10	-2	10	0.7	102	17	14	103	14	9	100
39: COc1cc(CCC(=O)OCC(=O)NCC2CCCCC2)cc(OC)c1OC
→ -8	-1	23	1.7	?	13	-31	99	-11	12	100
40: O=C(Cn1cc([N+](=O)[O-])cn1)Nc1cccnc1
→ -6	-1	-1	-0.3	97	14	-16	102	6	10	100
41: O=C(CC(c1cccs1)S(=O)(=O)c1ccccc1)c1ccc(F)cc1 (stereo not given)
→ 19	0	-1	-0.4	105	8	-32	99	1	2	105
42: COc1ccc(OC)c(NC(=O)CSc2nnc3ccc(-c4ccncc4)nn23)c1
→ -6	-1	4	0.3	101	15	29	99	32	9	97
43: COc1ccc(NC(=O)C2CCCCN2N)cc1OCC(C)C (stereo not given)
→ 4	-3	2	0.3	98	3	-22	107	7	4	99
44: Cc1ccc(OCC(=O)Nc2cc(-c3nn4c(C)nnc4s3)ccc2C)cc1
→ nt	-3	-1	0.3	100	17	-1	97	-18	6	98
45: O=C(Nc1ccccc1[N+](=O)[O-])C1(c2ccccc2)CCOCC1
→ -11	0	1	0.4	334*[activator]	23	-10	141	-6	202*	97
46: COc1ccc(N2CCN(C(=O)CSc3nnc4ncccn34)CC2)cc1
→ 5	2	1	0.0	102	6	-69	102	19	7	101
47: COC(=O)Cc1ccc(NC(=S)N2CCCCC2C)cc1 (stereo not given)
→ 3	-2	27	1.0	?	14	-23	96	16	10	98
48: COC(=O)c1ccc(NC(=O)Cc2ccc(C)cc2)cc1
→ nt	1	0	0.1	102	22	4	103	18	11	104
49: Cc1ccc(-c2cn(S(=O)(=O)c3cccc4nsnc34)nc2N)cc1
→ 8	-1	2	0.3	97	16	-13	97	13	26	101
50: CC(/C=N/Nc1nc(C)cc(C)n1)=C\c1ccc(C(C)C)cc1
→ nt	-3	12	1.2	101	25	5	98	4	5	100
51: Cc1ccc(SCCC(=O)Nc2ccc(OCc3ccccc3)cc2)cc1
→ -3	-3	1	0.2	104	35	-14	101	3	11	105
52: Cc1ccccc1NC(=O)COC(=O)/C=C/c1cccc(C(F)(F)F)c1
→ -5	-5	1	-0.1	93	13	-43	96	3	4	104
53: Cn1cnc([N+](=O)[O-])c1Sc1nnc(-c2cccnc2)n1C
→ nt	nt	nt	nt	?	nt	-55	100	0	4	98
54: CC1(C(=O)NC2CCCCCCC2)CC1(Cl)Cl (stereo not given)
→ nt	-1	1	0.2	100	17	-5	100	-8	16	96
55: COc1ccc(C(=O)NC(C)c2nnc(SCC(=O)Nc3nc4ccccc4s3)n2C)cc1 (stereo not given)
→ nt	-2	9	1.3	95	26	-7	92	9	11	98
56: CNc1nc(SC)nc(N2CCOCC2)n1
→ 7	-4	0	0.1	106	6	-25	104	-10	11	103
57: O=C(NCC1COc2ccccc2O1)c1ccc(NC(=O)C(c2ccccc2)c2ccccc2)cc1 (stereo not given)
→ 4	-4	-2	0.2	99	10	-23	97	7	13	102
58: N#C/C(=C\Nc1ccccn1)S(=O)(=O)c1ccc(Cl)cc1
→ 17	nt	nt	nt	?	nt	-15	103	-4	8	100
59: CCCOc1ccc(C2c3c(oc4cc(C)c(C)cc4c3=O)C(=O)N2CCCN(C)C)cc1OCC (stereo not given)
→ nt	-4	3	0.4	101	19	-11	103	6	7	103
60: CC(=O)Nc1ccc(/C=N/N2C(C)CCCC2C)cc1 (stereo not given)
→ 23	nt	19	1.6	101	28	-6	106	17	11	100
61: CC1CN(C(=O)C2(C)CC2(Br)Br)CC(C)O1 (stereo not given)
→ 2	0	0	0.3	100	6	-14	100	22	0	99

# Two records drawn at random from those above:
# The line under a structure holds: Pf gametocyte	Mcl-1 Bim block	ABCG2 inh	ABCB1 inh	RGS7-Gao	GSH bead fluor	Mcl1-Bid inh	RGS4-Gao reg	Mcl1 Noxa PPI	Avidin bead fluor	RGS8-Gao reg
43: COc1ccc(NC(=O)C2CCCCN2N)cc1OCC(C)C (stereo not given)
→ 4	-3	2	0.3	98	3	-22	107	7	4	99
56: CNc1nc(SC)nc(N2CCOCC2)n1
→ 7	-4	0	0.1	106	6	-25	104	-10	11	103
